PKM2 activator: PKM2 (human) enzyme activation | P14618 | purified PKM2, Kinase-Glo ATP luminescence, activation; response scale: 0% is enzyme alone, no compound | Potency, µM (doses to about 57.5 µM), inactives show top-dose activation, hits mostly activators | hit rate 0.34% among 260,000 | AID 1631; also: potency is read from the fitted curve at half-maximal effect; % is scaled to controls: 0 for no effect and ±100 for the full control effect; nearly all actives have a fitted effect of over 55% in size
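Purified hPK-M2 (>95%) run at intermediate activity with 0.1 mM ADP and 0.5 mM PEP in 50 mM imidazole pH 7.2, KCl, MgCl2; 1 h room temperature. ATP formed read by Kinase-Glo luminescence; normalized to uninhibited and no-enzyme controls.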
NPC1 promoter act: activators of NPC1 promoter. Huh7 NPC1 promoter luciferase reporter, 24 h. Potency, µM (series often up to 9.22 µM), for the others: at the top dose activation, usual class: activators. hit rate 2.4% among 320,000. AID 485313;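 also: potency is read from the fitted curve at half-maximal effect; % of control where 0% means no effect; nearly all actives have a fitted effect of over 60% in size; reporter is driven by a mutant NPC1 promoter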
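Compounds in DMSO were transferred onto Huh7 NPC1-luciferase reporter cells pre-incubated 2 h; after 24 h at 37 °C, Amplite reagent was dispensed and luminescence recorded 10 min later.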
Mito fusion act: inhibitors of mitochondrial division or activators of mitochondrial fusion; S. cerevisiae fusion-defective mutant growth rescue, CellTiterGlo 48 h; Potency, µM (doses to about 46.1 µM), without a hit: at the top dose growth rescue (activation), most hits filed as activators; hit rate 0.23% among 320,000; AID 485298;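 also: potency is read from the fitted curve at half-maximal effect; % of control where 0% means no effect; nearly all actives have a fitted effect of over 45% in size; temperature-sensitive fusion mutants such as fzo1-1 at 37 °C on non-fermentable ethanol glycerol medium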
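Read-out: ATP-based luminescence (CellTiterGlo, 10 min ambient) reporting growth of fusion-defective ts yeast after 48 hours at 37C on glycerol/ethanol YPEG medium in the presence of compound.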
RORg inh: blocks mouse ROR gamma transcriptional activity | P51450 | Drosophila S2 Gal4-RORgamma UAS-luciferase reporter, 20 h | Potency, µM (series often up to 53.6 µM), inactives show top-dose activity change, negative = inhibition, most hits filed as inhibitors | hit rate 5.4% among 310,000; also: potency is read from the fitted curve at half-maximal effect; % is scaled to controls: 0 for no effect and ±100 for the full control effect; nearly all actives have a fitted effect of over 60% in size
Target sequence (P51450 whole entry, looked up, the tested form may be a part): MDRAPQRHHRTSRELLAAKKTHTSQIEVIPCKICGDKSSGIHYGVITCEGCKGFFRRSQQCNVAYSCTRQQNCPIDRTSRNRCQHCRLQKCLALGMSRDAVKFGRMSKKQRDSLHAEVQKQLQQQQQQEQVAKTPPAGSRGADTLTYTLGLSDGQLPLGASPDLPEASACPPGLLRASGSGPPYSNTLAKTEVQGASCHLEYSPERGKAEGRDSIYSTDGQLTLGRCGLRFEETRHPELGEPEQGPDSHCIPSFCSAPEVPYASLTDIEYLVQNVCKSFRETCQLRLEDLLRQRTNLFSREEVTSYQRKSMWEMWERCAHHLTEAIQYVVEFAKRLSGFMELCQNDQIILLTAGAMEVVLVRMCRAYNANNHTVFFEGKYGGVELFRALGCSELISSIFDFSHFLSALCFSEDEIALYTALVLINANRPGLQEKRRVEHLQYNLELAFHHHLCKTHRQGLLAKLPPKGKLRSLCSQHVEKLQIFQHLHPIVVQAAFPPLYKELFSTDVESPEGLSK
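A Gal4/UAS one-hybrid system in insect cells: metallothionein-promoter Gal4–ROR gamma fusion plus Photinus luciferase reporter. Copper sulfate 700 uM final, 20 hr ambient incubation, luminescent detection after 10 min with reagent.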
KCNH2 3.1 block: blocks the human KCNH2 3.1 channel isoform; U2OS KCNH2 3.1, thallium flux FluxOr; active compounds read low; activity change, % (tested at about 1.8 µM); hit rate 0.95% among 340,000;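 active = maximum activity change below -70%; inconclusive = maximum activity change from -70% to -50%; inactive = maximum activity change above -50%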;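 also: thallium influx rate constant from kinetic fluorescence after stimulation buffer; % is scaled to controls: 0 for no effect and ±100 for the full control effect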
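Kinetic fluorescence (2 min after stimulation buffer) measures Tl+ influx through KCNH2 3.1 expressed by viral transduction in U2OS cells; the rate constant is normalized against DMSO controls serving as positive and negative references.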
ELG1 DNA repair: inhibitors of ELG1-dependent DNA repair in HEK293T cells | HEK293T ELG1-luciferase reporter, luminescence, 16 h; DNA damage induced by 5-fluorouridine | Potency, µM (titrated, usually from 46.1 µM), for the others: top-dose activity change, negative = inhibition, usual class: inhibitors | hit rate 2.3% among 330,000 | AID 504467; also: potency is read from the fitted curve at half-maximal effect; % is scaled to controls: 0 for no effect and ±100 for the full control effect; nearly all actives have a fitted effect of over 55% in size
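Reporter activity after DNA damage by 5-fluorouridine is monitored. Compound-treated cells incubate 16 hr at 37 °C, then ONE-Glo is added for 30 min before luminescence reading.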
FLuc modulator: inhibits or activates purified firefly luciferase, miR-21 counter-screen | Potency, µM (highest dose often 57.5 µM), inactives show at the top dose activity change, negative = inhibition, actives largely listed as inhibitors | AID 588342 | purified FLuc, Km substrates, luminescence inhibition | P08659 | hit rate 6.9% among 360,000;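 also: potency is read from the fitted curve at half-maximal effect; plate controls were vehicle for no effect and reference inhibitor for full effect; nearly all actives have a fitted effect of over 55% in size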
Target sequence (P08659 whole entry, looked up): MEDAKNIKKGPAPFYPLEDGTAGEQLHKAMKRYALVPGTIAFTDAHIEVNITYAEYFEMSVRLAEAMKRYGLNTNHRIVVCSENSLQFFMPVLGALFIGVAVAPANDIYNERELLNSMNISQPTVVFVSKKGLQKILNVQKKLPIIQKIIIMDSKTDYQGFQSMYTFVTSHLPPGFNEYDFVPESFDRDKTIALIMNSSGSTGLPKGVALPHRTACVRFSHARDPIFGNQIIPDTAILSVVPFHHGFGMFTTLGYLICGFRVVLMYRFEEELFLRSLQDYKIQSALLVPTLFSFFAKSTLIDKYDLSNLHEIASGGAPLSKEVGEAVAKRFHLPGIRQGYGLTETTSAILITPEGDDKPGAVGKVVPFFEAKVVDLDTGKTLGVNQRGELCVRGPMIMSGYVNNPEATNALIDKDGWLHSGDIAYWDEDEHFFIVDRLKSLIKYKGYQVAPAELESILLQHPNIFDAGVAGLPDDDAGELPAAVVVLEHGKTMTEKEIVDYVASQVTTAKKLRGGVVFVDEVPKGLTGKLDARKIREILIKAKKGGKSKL
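Purified P. pyralis luciferase (10nM final) with 10uM D-luciferin and 10uM ATP (Km levels) in 50mM Tris acetate pH 7.5, 10mM Mg acetate, 0.01% Tween-20, 0.05% BSA; qHTS 6-point titration, ~60 µM downward; luminescence read.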
Rab9 prom act: activators of Rab9 promoter | Huh7 Rab9 promoter-luciferase reporter, luminescence, 24 h | Potency, µM (series often up to 9.22 µM), inactives show top-dose activation, negative = inhibition, usual class: activators | hit rate 2.8% among 320,000 | AID 485297; also: potency is read from the fitted curve at half-maximal effect; % of control where 0% means no effect; nearly all actives have a fitted effect of over 60% in size
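Quantitative HTS format; Huh7 Rab9-luciferase reporter cells (1500/well) receive compound 2 h post-plating, incubate 24 h at 37 °C, then get luciferase reagent for 10 min before luminescence reading.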
VP16 counter: counter-screen for ROR gamma inhibitors: Gal4-VP16 reporter. Drosophila S2 Gal4-VP16 UAS-luciferase, luminescence, 20 h. Potency, µM (highest dose often 53.6 µM), for the others: top-dose activity, negative = inhibition, most hits filed as inhibitors. hit rate 3.5% among 310,000. AID 2546;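 also: Gal4-VP16 expression switched on by copper sulfate through the metallothionein promoter; potency is read from the fitted curve at half-maximal effect; % is scaled to controls: 0 for no effect and ±100 for the full control effect; nearly all actives have a fitted effect of over 50% in size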
MBNL1-CUG inh: inhibitors of human MBNL1 binding to CUG repeat RNA | TR-FRET MBNL1-His/biotin-(CUG)12 binding, 665/545 ratio | hit rate 0.036% among 280,000 | Q9NR56 | AID 2675 | Potency, µM (series often up to 57.5 µM), inactives show top-dose activity change, negative = inhibition, most hits filed as inhibitors; active = well fitted inhibition curve with a large enough effect in the signal ratio, with a control signal flat, not every such curve was filed as active; inconclusive = small, poorly fitted or top-dose-only effect, or effect the other way, or a change in a side signal; inactive = no such curve, though single readings can be large or run the other way; the % refers to the signal ratio; also: potency is read from the fitted curve at half-maximal effect; % is scaled to controls: 0 for no effect and ±100 for the full control effect
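His-tagged MBNL1 binding to biotinylated (CUG)12 RNA was measured by TR-FRET using terbium anti-His antibody (0.055 ng/ul final) and streptavidin-XL665 (5 nM final). Compounds were titrated 92 nM to 58 uM; 60 min at room temperature.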
Menin MLL FP TR: inhibitors of human menin-MLL interaction, mutant MLL peptide. Menin + Texas Red MLL mutant peptide, fluorescence polarization. Potency, µM (doses to about 61.6 µM), without a hit: at the top dose FP activity change, negative = inhibition, most hits filed as inhibitors. hit rate 0.23% among 270,000. AID 1768; active = well fitted inhibition curve with a large enough effect in the polarisation, with a control signal flat, not every such curve was filed as active; inconclusive = small, poorly fitted or top-dose-only effect, or effect the other way, or a change in a side signal; inactive = no such curve, though single readings can be large or run the other way; the % refers to the polarisation; also: potency is read from the fitted curve at half-maximal effect; % of control where 0% means no effect; many of its hits are not listed in these tables
The depositor's hits bear a star; u = inconclusive; x = not tested or not shown; & = joins results of further samples; [ ] = another dose, or the depositor's remark. Unless noted, calls follow the shape of the dose curve; as a rule, active = well fitted curve in the direction sought with a large enough effect; inconclusive = small, poorly fitted or top-dose-only effect, or another doubt; inactive = no such curve, though single readings can be large; an effect the other way counts as inactive or inconclusive. Not all compounds are listed; the hit share may differ from the screen's.

SMILES	PKM2 activator	NPC1 promoter act	Mito fusion act	RORg inh	KCNH2 3.1 block	ELG1 DNA repair	FLuc modulator	Rab9 prom act	VP16 counter	MBNL1-CUG inh	Menin MLL FP TR
Cc1sc2nc(CSc3nnnn3-c3ccc(Cl)cc3)[nH]c(=O)c2c1C	-2%	-1%	2%	u	-13	u	-1%	8%	u	8%	-25%
CC1CCCCC1NC(=O)COC(=O)c1ccc2c(c1)OCCO2 (stereo unspecified)	x	-6%	6%	x	1	0%	-5%	15%	x	x	x
CCOC(=O)C1CCCN(C(=O)Cn2ncc3c([nH]c4ccccc43)c2=O)C1 (stereo unspecified)	x	-2%	7%	5%	27	3%	1%&-2%	0%	0%	-1%	-9%
O=C(CSc1nn(-c2ccccc2)c(=S)s1)Nc1ncccn1	-1%	-8%	-8%	14%	20	11%	-8%	-3%	-1%	10%	-2%
O=C(O)CCCC(=O)OCc1c(-c2ccccc2)ncc2ccccc12	x	-3%	0%	x	-33	30%	u	0%	x	x	x
O=C(CCN1C(=O)C2C3C=CC(C3)C2C1=O)N1CCCCC1 (stereo unspecified)	10%	-2%	9%	-4%	3	5%	0%	-5%	-6%	-3%	-7%
Cc1onc(-c2ccccc2Cl)c1C(=O)Nc1cccc(-c2cn3cccnc3n2)c1	5%	-4%	5%	17%	-7	u	-12%	-5%	-13%	u	5%
Cc1cc(C)cc(N2CC(C(=O)Nc3cc(C)on3)CC2=O)c1 (stereo unspecified)	4%	-9%	0%	-1%	-11	u	1%	-7%	-2%	-4%	-7%
Cc1ccc([C@@H]2[C@@H]3C(=O)N(C)C(=O)[C@@H]3[C@]3(C)C(=O)N(CCO)CC(=O)N23)o1	-5%	1%	1%	1%	4	u	-1%	1%	4%	-5%	3%
CC(CCc1ccccc1)NC(=O)c1ccc2nc(N3CCOCC3)sc2c1 (stereo unspecified)	2%	-1%	6%	35%	3	u	-4%	-4%	-14%	-8%	u
COc1ccc(/C=C/c2nnc(NC(=O)CSc3ccc(C)cc3)s2)cc1	2%	u	-5%	u	1	12%	u	30%	u	-15%	x
CC1(C)CC(=O)N(c2cc(Cl)cc(Cl)c2)C(=O)C1	x	-3%	10%	-5%	7	-8%	7%	-7%	2%	-4%	-11%
COc1cc(/C=C/C(=O)c2ccc([N+](=O)[O-])o2)ccc1O	x	-36%[inhibitor]	-35%[inhibitor]	x	-3	u	u	-37%[inhibitor]	x	x	x
CN(C)C(=O)c1noc2cc([N+](=O)[O-])ccc12	-3%	-1%	-5%	u	2	1%	-1%	-2%	28%	u	4%
COc1ccc(/C=N/S(=O)(=O)c2ccccc2)cc1OC	-1%	0%	1%	-22%	7	11%	5%	1%	-7%	-5%	1%
Cc1cccc(NC(=O)c2ccc(S(=O)(=O)N(C)C)cc2)c1	0%	11%	3%	6%	-2	14%	u	-5%	26%	-2%	1%
CCC(=O)Nc1ccc(N2CCN(C(=O)c3ccccc3C)CC2)cc1	-1%	-6%	4%	37%	15	1%	0%	-4%	18%	-7%	0%
COc1ccc(/C=C/C(=O)O)cc1S(=O)(=O)N1CCCc2ccccc21	0%	-8%	0%	-22%	-12	-5%	1%	-1%	-6%	-11%	-5%
CC(=O)N1CCN(C(=O)c2cc(C)nc3ccccc23)CC1	1%	-6%	0%	0%	1	2%	3%	0%	-6%	-6%	5%
COc1ccc(OCC(=O)NNC(=O)Cc2coc3cc(OC)ccc23)cc1	-16%	9%	-5%	2%	-12	8%	-4%	2%	2%	-26%	3%
COc1cc(N2CCCC2)ccc1C=O	-15%	-5%	7%	-3%	-11	4%	-2%	0%	3%	u	-1%
CC(C)(C)c1ccc(-n2ncc3c2CCCC3NC(=O)CCCn2cncn2)cc1 (stereo unspecified)	5%	1%	3%	33%	-4	-14%	u	-12%	u	-2%	3%
CCN(CC)S(=O)(=O)c1cccc(NC(=O)c2ccc(SC)cc2OC)c1	4%	-15%	u	25%	8	u	u	-5%	25%	-2%	13%
COc1ccc(N(C(=O)c2ccccc2OC(C)=O)C(C)C2CC2)cc1 (stereo unspecified)	-1%	x	6%	-22%	4	x	3%	x	-6%	-7%	-11%
Cc1ccc(OCc2cc(C(=O)NC(C)Cc3cnccn3)no2)cc1C (stereo unspecified)	-9%	-5%	2%	8%	12	3%	-21%	4%	0%	-5%	-8%
CCCc1nc(SCc2ccc(OCC)cc2)n[nH]1	x	-5%	6%	15%	13	-20%	-8%	-1%[1.84 µM]	-28%	3%	u
COC(=O)c1ccc(NC(=O)CCS(=O)(=O)c2ccc(Br)s2)cc1	-2%	-5%	-1%	-8%	1	u	-7%&1%	-1%	u	0%	4%
COc1ccc(-n2ccc(=O)c3c2CCCC3=O)cc1	28µM*	10%	-1%	-13%[10 µM]	-19	u	-3%	-1%	3%	-8%	0%
CCOc1ccc(C(=O)N[C@H](C(=O)Nc2ccc(OC)c(S(=O)(=O)N3CCOCC3)c2)C(C)C)cc1	11%	-1%	11%	2%	-3	u	1%	0%	1%	-5%	5%
COC(=O)CSc1nc2ccc(NC(C)=O)cc2s1	3%	-4%	3%	-8%	22	6%	u	-5%	0%	0%	4%
COc1ccccc1OCCNC(=O)C(=O)c1c[nH]c2ccccc12	-3%	4%	8%	20%	-5	-1%	u	3%	-10%	3%	x
Cc1ccc(C(=O)N/C(=C/c2ccc(-c3cc(C(F)(F)F)ccc3Cl)o2)C(=O)NCc2cccnc2)cc1	2%	-3%	-5%	64%	-10	-14%	4%	-4%	-4%	9%	-13%
C/C(=N\NC(=O)CNC(=O)c1ccc(F)cc1)c1ccco1	x	-25%	-8%	-3%	-10	14%	4%	9%	3%	13%	x
COc1ccc(O)c(/C=N/Nc2nc(Nc3ccccc3)nc(-n3nc(C)cc3C)n2)c1	2%	10%	-3%	0.63µM*	9	2.6µM*	9.5µM*	-5%	0.63µM*	-6%	u
O=C(CNC(=O)c1cccc(Cl)c1)Nc1ccc(F)c(F)c1F	x	-3%	-13%	3%	0	2%	0%	2%	-17%	1%	32%[activator]
O=C(CNC(=O)c1cccs1)OCC(=O)c1ccc(Br)cc1	2%	1%	1%	u	0	17%	5%	-6%	15%	x	4%
CSc1ccc(CCNC(=O)c2cccc3c2C(=O)N(C2CCCCC2)C3)cc1	x	-6%	-7%	u	-23	u	-5%	-4%	1%	4%	x
Cc1cc2nc(-c3ccc(SCC(=O)Nc4ccc(S(=O)(=O)N5CCCC5)cc4)nc3)[nH]c2cc1C	4%	2.5µM*	1%	u	-17	u	0.3µM*	2µM*	u	416%[activator]	-18%
COc1ccccc1-n1c(SCC(=O)Nc2ccccc2F)nc2[nH]ncc2c1=O	7%	-5%	-1%	40%	7	u	-11%	3%	8%	1%	6%
O=C(/C=C/c1ccco1)N1CCN(S(=O)(=O)c2cccs2)CC1	-5%	-1%	-3%	1%	21	-3%	1%	2%	1%	5%	x
Cc1ccc(N2CCN(C(=O)c3nn(C)c4c3CS(=O)(=O)c3ccccc3-4)CC2C)cc1 (stereo unspecified)	3%[0.46 µM]	1%	u	-1%	15	-7%	u	-19%	0%	6%	-1%
COc1ccc(/C=N\NC(=O)c2ccc(-c3ccccc3)cc2)c(OC)c1OC	1%	-1%	1%	-13%	x	0%	1%	-4%	0%	1%	x
CCOC(=O)c1c(NC(=S)NC)sc2c1CCCC2	-2%	-5%	9%	0.89µM*	8	u	1%	-1%	1.4µM*	0%	-19%
CC(C)(C)c1ccc(/C=C(\C#N)C(=O)Nc2ccccn2)cc1	x	2%	12%	-16%	-3	-5%	8.5µM*	-2%	-13%	7%	u
COC(=O)c1ccccc1NC(=O)CNC(=O)c1ccco1	8%	2%	4%	-11%	1	7%	-1%	-2%	-1%	3%	-1%
CCc1ccc(C(=O)Nc2cccc(-c3nn[nH]n3)c2)s1	-4%	2%	2%	-18%	8	10%	1.5µM*	23%	-27%	5%	u
C=CCn1c(CNC(=O)c2ccco2)nnc1SCC(=O)c1ccc(F)cc1	x	-1%	-2%	14%	1	13%	1%	4%	-13%	0%	-16%
COc1ccc(/C=C2\SC(=S)N(CCC(=O)NC3CCCC3)C2=O)cc1OC	x	-4%	-6%	4%	0	2%	-3%	-1%	6%	8%	13%

Bioassay records from PubChem.
